NCI-60 one-dose screen, 48 h, at 10 µM unless noted. Numbers give growth in % (100 = growth as untreated, 0 = no growth, -100 = all killed).
SR = SR leukemia cells | 73,000 compounds, 8.7% hits | AID 1794780
MDA-MB-231 = MDA-MB-231 breast cancer | 81,000 compounds, 5% hits
MCF7 = MCF7 breast cancer | 82,000 compounds, 6.3% hits | AID 1794796
RPMI-8226 = RPMI-8226 leukemia cells; 77,000 compounds, 7.5% hits; AID 1794781
CCRF-CEM = CCRF-CEM leukemia | 77,000 compounds, 7% hits
MOLT-4 = MOLT-4 leukemia cells | 80,000 compounds, 6.9% hits | AID 1794779
K-562 = K-562 leukemia. 78,000 compounds, 7.4% hits
MDA-MB-468 = MDA-MB-468 breast cancer | 78,000 compounds, 8.5% hits | AID 2202374
Numbers without * were called inactive; · = not tested or not shown; & = joins results of further samples; ! = not confirmed by another sample. Rule for the calls: active = growth percent below 10; inactive = the rest.

SMILES | SR | MDA-MB-231 | MCF7 | RPMI-8226 | CCRF-CEM | MOLT-4 | K-562 | MDA-MB-468
Nc1c(Br)cc([N+](=O)[O-])cc1[N+](=O)[O-] | 111 | 105 | 103 | 105 | 118 | 97 | 104 | 95
COc1ccc(-c2c[se]c(Nc3ccccc3)n2)cc1 | 89 | 81 | 92 | 80 | 84 | 80 | 80 | 81
C/C=C/CC(C)C(O)[C@H](NC(=O)[C@@H]1CCCN1C(=O)C(C)(C)NC(=O)CCCCCCCCC)C(=O)N[C@@](C)(CC)C(=O)N[C@@H](CCC(N)=O)C(=O)N[C@H](CCC(N)=O)C(=O)NC(C)(C)C(=O)N[C@@](C)(CC)C(=O)N[C@@H](CCC(N)=O)C(=O)N[C@H](CC(C)C)C(=O)N[C@H](CO)CC(C)C (stereo partly drawn) | 11&92 | -97*! | -68*! | -46*! | -46*! | -14*! | 4.3*! | -78*!
Cc1ccc2c(c1)NP(=S)(Oc1ccccc1)N2 (stereo not drawn) | 87 | 106 | 99 | 98 | 93 | 90 | 86 | 112
CN(C)COC(=S)SP(=O)(Oc1ccccc1)SC(=S)OCN(C)C | 158 | 96 | 96 | 107 | 116 | 158 | 110 | 96
CCC(O)C(CCN(C)C)(c1ccccc1)c1ccccn1 (stereo not drawn) | 82 | 98 | 97 | 107 | 100 | 98 | 94 | 94
CC(C)(C)n1cc(C(=O)c2ccccc2)cc1-c1ccccc1 | 84 | 96 | 58 | 87 | 87 | 88 | 87 | 77
CCC(CO)NC1CCCC1 (stereo not drawn) | 103 | 97 | 107 | 104 | 95 | 79 | 57 | 102
CCC1(Oc2ccccc2)C(=O)NC(=O)NC1=O | 108&88 | 135&109 | 100 | 105&95 | 97&96 | 114&93 | 109 | 118&105
Cc1cc(N(CCCl)CCCl)ccc1C=Nc1ccc(-c2csc(Cc3ccccc3)n2)cc1 | 27 | 83 | 45 | 59 | 34 | 27 | 57 | 39
CCC1(c2ccc(C)cc2)C(=O)NC(=S)NC1=O | 105 | 114&95 | 99&94 | 102&100 | 99 | 106&106 | 96&122 | 106&102
COC(=O)[C@@H](C)C[C@H](Cc1ccc(F)cc1)NC(=O)c1csc([C@@H](C[C@H](C(C)C)N(C)C(=O)[C@@H](NC(=O)[C@H]2CCCCN2C)C(C)C)OC(C)=O)n1 | 15 | 4.9* | 22 | 17 | 12 | 18 | 8.9* | 21
Cc1ccc(C(=O)CCl)c(C)c1 | 90 | 103 | 92 | 105 | 100 | 93 | 99 | 100
COc1ccc(/C=C\c2cc(OC)c(OC)c(OC)c2)cc1NC(=O)/C=C/c1ccc(OC)c(OC)c1 | · | 59 | 21 | 54 | 12 | 17 | · | 1.5*
O=[N+]([O-])CC(c1ccccc1Cl)c1c(-c2ccccc2)[nH]c2ccccc12 (stereo not drawn) | 19 | 46 | 22 | 45 | 24 | 30 | 12 | 7.4*

Two entries picked at random from the list so far, as already listed:
SMILES | SR | MDA-MB-231 | MCF7 | RPMI-8226 | CCRF-CEM | MOLT-4 | K-562 | MDA-MB-468
CCC(CO)NC1CCCC1 (stereo not drawn) | 103 | 97 | 107 | 104 | 95 | 79 | 57 | 102
Cc1cc(N(CCCl)CCCl)ccc1C=Nc1ccc(-c2csc(Cc3ccccc3)n2)cc1 | 27 | 83 | 45 | 59 | 34 | 27 | 57 | 39

(listing goes on)
SMILES | SR | MDA-MB-231 | MCF7 | RPMI-8226 | CCRF-CEM | MOLT-4 | K-562 | MDA-MB-468
CO[C@H]1CC[C@@]2(C)C(=CC[C@@H]3[C@@H]2CC[C@]2(C)C(=O)C(=O)C[C@@H]32)C1 | 107 | 103 | 102 | 89 | 95 | 115 | 101 | 102
O=C(Nc1cc(Cl)ccc1Cl)C(Cl)(Cl)Cl | 113 | 98 | 80 | 97 | 93 | 93 | 93 | 99
O=C(CC1(O)C(=O)Nc2ccc(Cl)cc21)c1ccc(C(=O)NCC2CCC3(CC2)OOC2(CCCCC2)OO3)cc1 (stereo not drawn) | -48* | 17 | 37 | -42* | -41* | -40* | -57* | 18
Clc1ccc(N2COOC3(OOC2)C2CC4CC(C2)CC3C4)cc1 | 11 | 83 | 72 | 36 | -50* | 57 | 30 | 65
COC(=O)C1=CO[C@@H](C)[C@@H]2CN3CCc4c([nH]c5cc(OC)ccc45)[C@@H]3C[C@H]12 | 93 | 97 | 91 | 94 | 106 | 95 | 98 | 107
CC12OOC(C)(OO1)C2CCC(=O)NCCCNc1ccnc2cc(Cl)ccc12 (stereo not drawn) | -36* | 83 | 58 | 39 | 3.1* | 35 | 4.1* | -53*
Nc1ccccc1-c1ccccc1 | 88 | 96 | 100 | 107 | 82 | 96 | 98 | 108
CCCC[C@H](NC(=O)[C@H]1CCCN1C)C(=O)N(C)[C@H](C[C@@H](OC(C)=O)c1nc(C(=O)N[C@@H](Cc2ccccc2)C[C@H](C)C(=O)OCC)cs1)C(C)C | 6.3* | 3.5* | · | 17 | 11 | 14 | 9.9* | 7.0*
Cc1ccc(C(=O)N2CC2C)cc1 (stereo not drawn) | 108 | 106 | 100 | 103 | 104 | 87 | 100 | 115
ClCc1ccc(CCl)c(Cl)c1 | 101 | 106 | 94 | 108 | 111 | 103 | 97 | 96
CN1CC(=O)[C@@H]2C[C@@]23c2cccc4[nH]cc(c24)C[C@@H]13 | 99 | 91 | 93 | 100 | 99 | 109 | 103 | 104
CCC1(CCO)C(=O)NC(=O)NC1=O | 91 | 96 | 99 | 95 | 94 | 89 | 85 | 111
CC1(C)COC(=O)C1O (stereo not drawn) | 77&105 | 100&113 | 94&95 | 108&104 | 97 | 82&103 | 102&104 | 85
C=C(C)C(=O)OCC1CO1 (stereo not drawn) | 104 | 100 | 100 | 119 | 115 | 86 | 89 | 110
NN=C(N)N | 86 | 110 | 104 | 114 | 98 | 103 | · | 111
CCOC(=O)CC(C(=O)OCC)P(=O)(OCC)OCC (stereo not drawn) | 107 | 120 | 107 | 103 | 103 | 106 | 103 | 106
c1cncc(C2Nc3cccc4cccc(c34)N2)c1 | 71 | 92 | 75 | 19 | 17 | 16 | 44 | 44
CCC1(CC(C)C)C(=O)NC(=S)NC1=O | 90 | 101&98 | 105&95 | 114&100 | 87 | 88 | 104 | 102&109
CCCCC1(c2ccccc2)C(=O)NC(=O)NC1=O | 88 | 102 | 102 | 110 | 110 | 82 | 87 | 114
CCOP(=S)(S)OCC | 105 | 94 | 106 | 110 | 104 | 106 | 110 | 104
COc1cc(C#N)cc2nc(C)oc12 | 108 | 117 | 88 | 105 | 106 | 108 | 124 | ·
CCN(CC)CCc1ccc(O)cc1 | · | 101 | 103 | · | 106 | · | · | 108
O=[N+]([O-])/C=C\C(F)(F)F | · | 96 | 85 | 99 | 87 | · | · | 99
Oc1ccc(Br)cc1CN1CCN(Cc2ccc(Cl)cc2)CC1 | 23 | 49 | 34 | 17 | 27 | 56 | -34* | 96
CC/C(=C/c1ccc(OC)cc1)[N+](=O)[O-] | 1.8* | -18* | -42* | -8.7* | -9.4* | 3.8* | 5.9* | -57*
Cc1cccc(N)c1 | 118 | 96 | 92 | 97 | 115 | 109 | 91 | 88
COc1ccccc1N1CCN(CC(C)C)CC1 | 99 | 91 | 96 | 105 | 113 | 100 | 97 | 100
O=[N+]([O-])c1cnc[nH]1 | 117 | 101 | 95 | 107 | 103 | 114 | 123 | 108
O=C(/C=C/c1sc(N(CCCl)CCCl)nc1Cl)c1ccc(F)cc1 | 84 | 82 | 65 | · | 88 | 79 | 82 | 92
Cc1ccc2nc(N)n(-c3ccccc3)c(=O)c2c1 | 79 | 40 | 96 | · | 95 | 87 | 93 | 104

Of the compounds above, these contain an aryl methoxy group.
SMILES | SR | MDA-MB-231 | MCF7 | RPMI-8226 | CCRF-CEM | MOLT-4 | K-562 | MDA-MB-468
COc1ccc(-c2c[se]c(Nc3ccccc3)n2)cc1 | 89 | 81 | 92 | 80 | 84 | 80 | 80 | 81
COc1ccc(/C=C\c2cc(OC)c(OC)c(OC)c2)cc1NC(=O)/C=C/c1ccc(OC)c(OC)c1 | · | 59 | 21 | 54 | 12 | 17 | · | 1.5*
COC(=O)C1=CO[C@@H](C)[C@@H]2CN3CCc4c([nH]c5cc(OC)ccc45)[C@@H]3C[C@H]12 | 93 | 97 | 91 | 94 | 106 | 95 | 98 | 107
COc1cc(C#N)cc2nc(C)oc12 | 108 | 117 | 88 | 105 | 106 | 108 | 124 | ·
CC/C(=C/c1ccc(OC)cc1)[N+](=O)[O-] | 1.8* | -18* | -42* | -8.7* | -9.4* | 3.8* | 5.9* | -57*
COc1ccccc1N1CCN(CC(C)C)CC1 | 99 | 91 | 96 | 105 | 113 | 100 | 97 | 100

Continued:
SMILES | SR | MDA-MB-231 | MCF7 | RPMI-8226 | CCRF-CEM | MOLT-4 | K-562 | MDA-MB-468
OC1CC2(Cl)C(Cl)=C(Cl)C1(Cl)C2(Cl)Cl (stereo not drawn) | 86 | 85 | 79 | 84 | 56 | 79 | 92 | 82
CO[C@@H](c1ccccc1Cl)[C@H](C)OC(N)=O | 111 | 102 | 102 | 110 | 83 | 107 | 104 | 92
Cc1cc(N(CCCl)CCCl)ccc1C=Nc1ccccc1-c1ccccc1 | 31 | 94 | 39 | 87 | 54 | 42 | 85 | 2.5*
CC1C(=O)NC(=O)NC1=O | 95 | 95 | 103 | 107 | 104 | 99 | 104 | 102
CCOP(=S)(NN=C1CCCC1)OCC | 96 | 123 | 92 | 107 | 98 | 100 | 94 | 126
CCOC(=O)C1=C(Nc2ccccc2)C(=O)OC12C(=O)Nc1ccccc12 (stereo not drawn) | 97 | 104 | 96 | 104 | 94 | 108 | 95 | 129
COc1ccc(C(=O)/C=C/c2sc(N(CCCl)CCCl)nc2Cl)cc1 | 88 | 94 | 79 | · | 94 | 86 | 89 | 90
CCCCCCCCCCCC(=O)OOC(=O)CCCCCCCCCCC | 100 | 102 | 89 | 102 | 95 | 112 | 103 | 89
C[Se]C(=O)c1ccccc1OC(C)=O | · | 68 | 53 | 89 | 63 | 55 | 75 | 45
Cc1ccc(OP(Oc2ccc(C)cc2)Oc2ccc(C)cc2)cc1 | 90 | 102 | 99 | 112 | 93 | 86 | 95 | 110
CC(=O)[O][Hg][CH2]C1(C)COC(C)([CH2][Hg][O]C(C)=O)CO1 (stereo not drawn) | 10.0* | 43 | -81* | 26 | -65* | -20* | -31* | ·
CCOC(=O)C1CCC2(CC1)OOC1(O2)C2CC3CC(C2)CC1C3 (stereo not drawn) | 65 | 112 | 92 | 78 | 73 | 48 | 45 | 103
CCC1(NC(=O)c2cc(F)c(F)c(F)c2F)C(=O)NC(=O)N(C(C)C)C1=O (stereo not drawn) | -19* | 81 | 96 | 107 | 87 | 55 | -27* | 95
CCOP(=O)(OCC)SCc1ccccc1 | 98 | 117 | 90 | 104 | 99 | 107 | 92 | 111
CC(C#N)c1ccccc1 (stereo not drawn) | 83&108 | 94&103 | 102&91 | 107&106 | 101&99 | 87&109 | 97&114 | 103&100
c1ccc2c(c1)sc1ccccc12 | 105 | 94 | 102 | 103 | 103 | 104 | 105 | 97
CC(=O)C(c1c(O)c2ccccc2oc1=O)c1cc(=O)oc2c1ccc1ccccc12 (stereo not drawn) | 92 | 90 | 91 | 94 | 95 | 90 | 97 | 97
O=CC1(c2ccccc2)CCN(Cc2ccccc2)CC1 | 98 | 104 | 103 | 102 | 102 | 99 | 105 | 103
CNC(=O)Oc1ccc(N(C)C)cc1C(C)C | 123 | 103 | 91 | · | · | 75 | 129 | 75
Cc1cc(OCCN2CC2)c2ccccc2n1 | 73 | 101 | 87 | 52 | 83 | 42 | 88 | 94
CN1C(=O)C(=Cc2cn(C(=O)c3ccccc3)c3ccccc23)C(=O)N(C)C1=O | 82 | 90 | 93 | 92 | 96 | 98 | 85 | 93
N#[N+]c1cnc([O-])[nH]c1=O | 65 | 95 | 100 | 60 | 70 | 91 | 76 | 88
O=[N+]([O-])c1csc([N+](=O)[O-])c1 | 105 | 110 | 100 | 104 | 116 | 85 | 104 | 100

Copied from the list:
OC1CC2(Cl)C(Cl)=C(Cl)C1(Cl)C2(Cl)Cl (stereo not drawn) in RPMI-8226 has 84
Cc1cc(OCCN2CC2)c2ccccc2n1 in MOLT-4 has 42
COC(=O)C1=CO[C@@H](C)[C@@H]2CN3CCc4c([nH]c5cc(OC)ccc45)[C@@H]3C[C@H]12 in SR has 93
Clc1ccc(N2COOC3(OOC2)C2CC4CC(C2)CC3C4)cc1 in MDA-MB-231 has 83
CC/C(=C/c1ccc(OC)cc1)[N+](=O)[O-] in MDA-MB-468 has -57*

Not all compounds are listed; rates above refer to the full screens.
